phage Ecoli inh = growth loss of phage-infected E. coli, primary screen, RecBCD inhibitor project, absorbance, with phage, HTS | inhibition, % at 11.9 µM | hit rate 0.26% among 360,000 | AID 651602, 2012; in the data active = inhibition above about 11%
PfHsp90 set2 = growth inhibition of PfHsp90-expressing yeast, primary screen, antimalarial PfHsp90 inhibitor project, S. cerevisiae, BacTiter-Glo luminescence, single point, set 2 | BacTiter-Glo ATP, 48 h; yeast lacking PDR1 and PDR3 efflux regulators | inhibition, % at 9.4 µM | hit rate 0.32% among 310,000;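 active = every replicate shows inhibition above about 80%, whatever the replicate mean, limit read from the data; inconclusive = mean inhibition reaches the set limit but some replicate falls short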;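 also: 0% = DMSO neutral controls and 100% = 20 µM radicicol positive controls; yeast relying on Plasmodium falciparum Hsp90 in place of its own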
Mot1-301 SUMO = yeast Mot1-301 growth rescue at high temperature, primary screen, SUMOylation pathway inhibitor project, S. cerevisiae, ATP luminescence, 38.5C | growth rescue, % at 18.8 µM | S. cerevisiae Mot1-301 growth rescue; percent above DMSO median, 100 means doubled | AID 2716, 2010 | hit rate 1% among 320,000;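 active = every valid replicate shows activation above 250% relative to neutral control wells; inactive = the rest, any valid replicate at or below 250%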;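 also: OY570 slx delta 5 strain wells were the positive control but not used for scaling; some compounds called inactive have numbers as strong as hits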
Arrestin-AP2 inh = inhibitors of beta-arrestin/AP2 binding, primary screen, biochemical, GPCR trafficking, flow cytometry; beta-arrestin 1 C-terminal peptide binding to AP2 beta2-adaptin appendage (human); FITC-arrestin peptide / GST-AP2 beads; AP2 beta2 appendage carries R879A mutation; inhibition, % at 10 µM; hit rate 0.31% among 340,000;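 active = inhibition above a set limit, near 3 SD of compounds lacking own fluorescence, cut at about 54% in these data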;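 also: plate controls were DMSO wells for no effect and 5 µM unlabelled arrestin peptide for full effect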
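Material – AP2 appendage R879A on GSH beads · Buffer or medium – PBS with 0.05% Tween 20 and 0.1% BSA · Probe or stimulus – fluorescein-tagged arrestin peptide at 50 nM final · Incubation – compound with beads 12 min RT, then probe 1 h RT · Detection – high-throughput flow cytometry of beads, ex 488, em 535 nm · Evaluation – percent response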
Ecoli viability = E. coli V3065 growth inhibition, primary screen, counter-screen for AddAB inhibitor project, absorbance, OD600; 18 h; inhibition, % at 11.9 µM; hit rate 0.27% among 330,000; AID 449728, 2010;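 active = inhibition above the campaign's mean inhibition across all tested compounds plus 3 SD, cut at about 9.9% in these data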;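 also: uninfected addAB+ strain grown without phage in ampicillin broth; 0% = DMSO wells and 100% = ciprofloxacin 0.95 µg/ml wells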
MOR-DOR inv ag = inverse agonists of MOR-DOR heterodimerization, primary screen, cell-based, luminescence; cell-based MOR-DOR heterodimer luminescence, inverse agonism; inhibition, % at 9.3 µM; hit rate 0.21% among 340,000; in the data active = inhibition above about 22%, passing the limit was not always enough;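 also: 0% = cells with DMSO and 100% = wells without cells with DMSO; values of inactives mirror those of a sister screen read the other way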
MOR-DOR ag = agonists of OPRM1-OPRD1 heterodimerization, primary screen, cell-based, luminescence | cells | activation, % at 9.3 µM | hit rate 0.3% among 340,000 | AID 504326, 2011; in the data active = activation above about 18%;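 also: 0% = vehicle-treated cells and 100% = reference agonist; values of inactives mirror those of a sister screen read the other way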
Pemphigus Ab inh = inhibitors of pemphigus antibody binding to DSG3, primary screen, biochemical, bead-based, flow cytometry, scFv-GFP. binding (percent of control), % at 10 µM. hit rate 0.48% among 310,000. DSG3-coupled beads, scFv-anti-DSG3-GFP binding; stronger effect = lower value. Desmoglein-3 (Homo sapiens), P32926. AID 588358, 2011;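 active = binding more than 3 SD below its plate's average and above zero; inconclusive = below that plate limit but binding exactly zero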; also: some compounds called inactive have numbers as strong as hits
Target sequence (P32926 whole entry, looked up): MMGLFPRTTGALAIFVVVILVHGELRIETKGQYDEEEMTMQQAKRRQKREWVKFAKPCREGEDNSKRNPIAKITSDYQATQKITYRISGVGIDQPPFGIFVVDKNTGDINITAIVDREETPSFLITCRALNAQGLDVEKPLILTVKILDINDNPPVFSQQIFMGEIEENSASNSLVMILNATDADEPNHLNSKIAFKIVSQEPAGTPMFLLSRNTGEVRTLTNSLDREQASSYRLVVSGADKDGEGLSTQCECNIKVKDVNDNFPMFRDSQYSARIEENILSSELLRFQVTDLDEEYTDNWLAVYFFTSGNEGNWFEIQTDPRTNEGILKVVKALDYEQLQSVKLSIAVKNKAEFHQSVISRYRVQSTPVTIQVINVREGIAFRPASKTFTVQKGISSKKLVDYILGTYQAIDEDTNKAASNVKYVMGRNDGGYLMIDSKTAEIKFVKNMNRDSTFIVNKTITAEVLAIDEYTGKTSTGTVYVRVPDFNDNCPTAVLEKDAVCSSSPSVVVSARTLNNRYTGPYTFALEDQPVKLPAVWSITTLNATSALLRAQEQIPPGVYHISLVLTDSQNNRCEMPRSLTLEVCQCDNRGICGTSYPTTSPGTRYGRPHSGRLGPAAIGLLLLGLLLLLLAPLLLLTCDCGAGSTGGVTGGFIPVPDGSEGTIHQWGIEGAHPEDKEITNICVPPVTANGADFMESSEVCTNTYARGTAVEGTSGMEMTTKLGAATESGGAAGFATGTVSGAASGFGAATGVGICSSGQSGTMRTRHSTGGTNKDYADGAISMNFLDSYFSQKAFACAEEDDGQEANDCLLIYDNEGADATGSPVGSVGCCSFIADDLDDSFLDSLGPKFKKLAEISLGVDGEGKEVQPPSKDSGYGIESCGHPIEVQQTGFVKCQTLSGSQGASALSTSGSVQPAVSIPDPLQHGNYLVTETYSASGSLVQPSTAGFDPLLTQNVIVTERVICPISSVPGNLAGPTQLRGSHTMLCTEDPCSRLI
PKA-R1A act = activators of PKA-R1A holoenzyme, primary screen, biochemical, fluorescence polarization, Cy5-IP20, bovine R1A, mouse PKAc | hit rate 0.083% among 340,000 | PKA-R1A dissociation; scaled: DMSO 0%, 113 µM cGMP 100% | activation, % at 11.4 µM;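 active = percent activation above the mean of all tested compounds plus 3 SD, cut at about 19% in these data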;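 also: higher means more PKAc released from R1A so a rise in polarization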
AddAB inh = growth inhibition of E. coli expressing H. pylori AddAB, primary screen, AddAB inhibitor project, absorbance; inhibition, % at 11.9 µM; hit rate 0.29% among 330,000; in the data active = inhibition above about 12%;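 also: 0% = vehicle wells of infected cells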
Tat transport = E. coli Tat export inhibitors, primary screen, MC4100, TorA-mCherry reporter, fluorescence, single point; inhibition, % at 10 µM; hit rate 0.036% among 340,000; AID 488895, 2010;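 active = mean replicate inhibition at least 50% and at least half of replicates individually reaching 50%; inconclusive = only one of the two criteria met; inactive = neither criterion met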;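 also: exported cargo escapes ClpAP degradation while cytoplasmic cargo is degraded and loses fluorescence; 0% = median of neutral control wells and 100% = median of NaSCN control wells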
Numbers without * were called inactive; ? = inconclusive; · = no result given; & = joins results of further samples. Rows were taken by chance; about 2.8% have a hit in one of these screens.

SMILES	phage Ecoli inh	PfHsp90 set2	Mot1-301 SUMO	Arrestin-AP2 inh	Ecoli viability	MOR-DOR inv ag	MOR-DOR ag	Pemphigus Ab inh	PKA-R1A act	AddAB inh	Tat transport
COc1cccc([C@@H]2CC=C(C(=O)O)[C@H](c3ccc(Br)cc3)N2S(=O)(=O)c2ccc(C)cc2)c1	1.4	-80	·	32	0.0	14	-3.1	99	2	0.3	-6
O=S(=O)(c1cc(F)ccc1F)N1CCN(c2ncccn2)CC1	1.4	-23	-10	29	·	10	-2.0	94	-2	·	2
CCOC(=O)N1CCN(c2c(NCCCN(CC)CC)c(=O)c2=O)CC1	0.6	0	8	-2	-0.5	10	-1.9	95	-8	-0.2	3
N#Cc1c(C(F)(F)F)cc(-c2ccccc2)nc1SCc1nc(N)nc(N2CCOCC2)n1	1.6	-28	21	4	-2.9	-5	1.0	114	3	-0.4	-13
CC(C)(C)n1nc2c(c1NC(=O)c1cc3ccccc3o1)CS(=O)(=O)C2	2.1	·	·	13	-0.6	1	-0.2	107	7	1.4	-3
Cc1cc(C)c(C)c(S(=O)(=O)N2CCC(C(=O)N3CCCC3)CC2)c1C	1.7	·	11	32	-0.5	15	-3.8	106	-5	1.6	-5
C=CCn1c(Cc2cccs2)nnc1SCC(=O)NCc1ccco1	1.2	-1	57	9	-0.8	9	-1.6	108	5	-2.7	3
N#CCCN1CCN(CCC#N)CC1	0.3	-8	-4	-15	-2.7	5	-0.9	98	-6	-2.5	-2
CC(C)(C)c1ccc(OC(=O)c2cccnc2)cc1	4.2	-20	22	-8	-0.6	-12	1.9	103	-3	2.5	3
COc1cc(C)c(NC(=O)C(=S)NCCc2ccccc2)cc1C	2.3	2	3	-10	1.4	-14	3.0	99	0	-0.3	-1
Cc1cc(/C=N/NC(N)=O)c(C)n1-c1ccc(F)cc1	-1.4	-8	-4	10	1.3	14	-3.0	101	6	3.5	-6
COc1cc(C)c(C)cc1S(=O)(=O)N1CCCc2ccccc21	-1.0	5	-25	38	-0.3	11	-2.2	102	4	0.5	0
O=[N+]([O-])c1ccccc1Nc1nc(-c2cccnc2)cs1	2.5	-4	33	-6	0.1	6	-1.2	96	-4	-1.4	-3
NC(=O)CCn1nc(-c2ccccc2)c2ccccc2c1=O	0.2	-13	-10	-15	-3.5	12	-2.1	103	1	1.8	-3
COc1ccc(N2CC(C(=O)NC3CCSC3=O)CC2=O)cc1 (centres undefined)	-0.7	16	-10	8	0.4	-5	0.7	·	-5	2.0	1
CC(C)OCCCNC(=O)CN1C(=O)/C(=C/c2ccccc2)Sc2ccccc21	2.0	22	5	-1	-0.9	19	-4.0	·	-12	2.7	4
CCc1cc(/C(Cc2csc(C)n2)=N/O)c(O)cc1O	3.3	-33	-2	19	0.6	7	-1.2	104	-7	2.1	0
Cc1cc(C)c(OCC(=O)Nc2nnc(-c3ccco3)o2)c(C)c1	-4.1	-2	5	3	-5.9	12	-2.6	·	-4	-3.0	1
CC(=O)N1CCc2cc(S(=O)(=O)NC(C(=O)NCc3ccccc3)C(C)C)ccc21 (centres undefined)	-0.5	2	108	23	2.5	1	-0.1	99	-4	4.9	-2
Cc1ccc(C(=O)OC(C)C(=O)NCc2ccc3c(c2)OCO3)cc1S(=O)(=O)N1CCOCC1 (centres undefined)	0.6	-14	-7	-13	·	-6	1.0	105	-2	·	-4
O=c1c2ccccc2nc2n1C(CSc1ccccc1)CS2 (centres undefined)	2.8	11	5	3	1.4	12	-2.2	99	7	3.1	-8
C=CCn1c(SCC(=O)c2ccc(CNC(C)=O)o2)nc2scc(C3CC3)c2c1=O	1.7	-4	97	9	-2.4	-3	0.5	102	-23	-2.3	-10
Cc1ccc(-c2nc3cnccn3c2Nc2ccc3c(c2)OCCO3)o1	3.0	·	-26	6	0.6	4	-0.7	·	-8	1.6	-3
CSCC[C@H](NC(=O)N1C[C@H]2C[C@@H](C1)c1cccc(=O)n1C2)C(=O)Nc1ccc(NC(C)=O)cc1	1.8	-5	3	0	3.7	2	-0.3	·	6	2.7	-2
O=C(NCc1ccc2c(c1)OCO2)C(c1ccco1)N(C(=O)c1csnn1)c1ccccc1 (centres undefined)	0.4	-8	-10	5	0.3	14	-2.7	·	-15	2.2	-4
COc1ccccc1Cn1c(=O)[nH]c2cccnc21	2.8	12	-9	19	-0.9	-15	2.8	101	-9	-0.2	7
Cc1ccccc1OCCNC(=O)CNC(=O)c1ccccc1O	·	-41	10	-5	1.1	4	-0.7	95	3	3.7	6
O=C(CCNC(=O)N1CCn2c1nc1ccccc12)NCc1ccc(Cl)cc1	0.6	5	8	2	0.8	·	·	100	-1	-0.3	-8
CCN(CC)S(=O)(=O)c1ccc(C(=O)NC2=NCCS2)cc1	3.8	12	-10	15	-0.2	7	-0.9	·	-7	3.8	-1
CCCCNc1nnc(Cc2ccc(Cl)cc2)c(=O)[nH]1	0.6	25	-11	7	·	-4	0.8	100	-15	·	-1
CN1CCC(=NNC(=O)C(=O)NC(C)(C)C)CC1	-1.6	-25	5	3	-1.3	0	0.1	104	3	0.5	2
O=C(Nc1ccccc1N1CCOCC1)C1(c2ccc(Cl)cc2)CCC1	2.7	3	21	-16	-0.2	-14	2.5	102	3	1.1	15
Cc1ccccc1N1CCN(S(=O)(=O)N(C)C)CC1	1.2	0	2	-11	-1.0	9	-1.9	109	0	2.5	4
CC(C)(C)OC(=O)N1CCN(C(=O)Cn2cc(CCO)nn2)CC1	-0.2	27	2	35	-1.7	15	-2.7	100	-7	2.3	-5
CCOC(=O)CCCNC(=O)CN1C(=O)NC(c2ccccc2)(c2ccccc2)C1=O	1.8	-13	173	26	2.5	11	-1.6	100	7	1.1	7
COc1cc(S(=O)(=O)NCC2OCCc3ccccc32)ccc1-n1cnnn1 (centres undefined)	3.5	8	162	28	-0.8	10	-1.9	96	-19	1.0	-22
COC(=O)c1cc(NC(=O)C2CC(=O)NC(=NCc3ccc(OC)cc3)S2)cc(C(=O)OC)c1 (centres undefined)	4.9	-11	-18	16	1.5	4	-0.8	101	-7	4.6	1
CCC1Nc2ncnc(N3CCCCC3)c2N(Cc2ccc(OC)cc2)C1=O (centres undefined)	0.6&1.8	18	0	-4	1.1	25	-4.3	103	-12	-0.7	5
O=C(CCc1ccccc1)NCc1cccnc1	-0.2	-12	17	-7	-2.8	15	-2.7	101	7	0.3	3
COc1ccccc1Cn1c(-c2ccco2)nc2nc3ccccc3nc21	0.8	-8	-9	-4	0.5	6	-1.2	102	-9	1.7	0
Cc1onc(-c2ccccc2)c1C(=O)NCc1ccc(F)cc1	2.9	15	-10	13	-0.7	15	-2.9	118	11	3.1	?
CCCCN(C)CCNC(=O)C1CCN(S(=O)(=O)c2cccc3nsnc23)CC1	-1.8	-19	2	23	-3.1	4	-0.8	102	-2	-0.8	-4
CCOC(=O)c1ccc(N2C(=O)C3ON(c4ccccc4)C(c4ccco4)C3C2=O)cc1 (centres undefined)	·	6	-6	0	2.1	0	0.1	95	-14	-0.2	-3
CCOc1ccc(C(=O)NCC(=O)NCCSc2ccc(Br)cc2)cc1OCC	1.6	·	·	4	·	6	-1.6	102	-9	·	-3
NC(=O)c1ccccc1	5.9	8	-14	6	-0.7	10	-1.9	102	-12	-0.4	0
COc1ccc(Nc2nc(-c3sc(N)nc3C)cs2)cc1	5.0	-5	-29	-3	1.6	9	-1.4	·	-3	2.6	-11
Cc1ccc(OCc2cc(C(=O)N(C)CCn3ccnc3C)no2)cc1C	3.6	14	0	3	0.1	14	-2.0	108	5	-0.6	6
CC(C)COc1cccc(C(=O)N2CCN(C(=O)c3ccco3)CC2)c1	0.9	-4	17	-2	0.0	6	-1.4	·	5	-0.2	-10
CCN1C[C@@H]2[C@@H]3C(=O)N(Cc4ccccc4)C(=O)[C@@H]3[C@](Cc3ccccc3)(C1=O)N2C(=O)c1ccc(C(C)(C)C)cc1	3.3	-10	·	20	·	-7	1.2	107	-9	·	5
CCCn1nnc(NC(=S)NC(=O)C(C)(C)C)n1	2.5	6	-17	-5	-0.1	22	-4.2	104	-8	3.3	-7
CCCCn1c(SCC(=O)OCC)nnc1-c1ccoc1C	2.3	29	-25	4	-0.1	-2	0.4	94	-4	-1.9	0
COC(=O)c1ccc(OC(C)C(=O)c2ccc(C)cc2)cc1 (centres undefined)	2.8	42	7	-6	2.1	-19	3.8	97	-5	1.4	3
CCN(CC)c1ccc(NC(=O)COc2ccc(C)cc2)cc1	4.2	9	71	-8	4.2	-10	2.2	124	2	5.1	0
CN1CCC(N(C)C(=O)CCc2nc3ccccc3c(=O)[nH]2)CC1	2.8	-9	13	0	0.1	0	0.0	100	4	0.1	-5
COCCCn1c(SCC(=O)N2CCOCC2)nc2ccccc2c1=O	2.9	33	-4	-6	-0.8	6	-1.0	·	-1	2.2	4
CCOC(=O)c1sc(=S)n(C)c1NC(=O)c1cccc(Br)c1	1.2	·	8	-16	-0.3	·	·	104	·	5.1	·
Cc1cc(NC(=O)c2ccc(Br)cc2)nc(C)n1	1.3	-20	12	19	-3.2	0	-0.1	101	0	0.2	-1
CCNS(=O)(=O)c1ccc(NC(=O)c2ccc(Cn3cc([N+](=O)[O-])cn3)o2)cc1	3.7	4	113	33	-1.5	8	-1.4	97	-6	0.3	-13
CC(C(=O)Nc1ccccc1)N(C)Cc1cccs1 (centres undefined)	1.6	-2	-13	-7	-1.1	-23	2.9	105	-5	1.2	-4
COc1cc(CN2CCCN(C)CC2)cc([N+](=O)[O-])c1O	0.7	-21	-1	-7	-0.2	20	-4.1	103	1	4.0	2
O=C(Nc1ccccc1-c1ccccc1)c1ccco1	0.5	0	-5	7	-1.3	9	-1.5	·	1	-1.5	8
